Screens: PubChem, several laboratories
Phagocytosis inh = blocks phagocytosis by macrophages | J774A.1 macrophage IgG-bead phagocytosis, imaging | inhibition, % at 5 µM | 110,000 compounds, 0.07% hits | AID 1029;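 active means inhibition above the mean of the plate negative controls plus 5 SD, cut at about 13% in these data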;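 further: phagocytic index as fraction of beads internalized from green versus red external bead signal; plate controls were DMSO negative control for no effect and cytochalasin-D positive control for full effect; some results beyond the cut were filed as inactive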
MRP-1 activ = activators of MRP-1. H69AR cells + doxorubicin, viability rescue, CellTiter-Glo. viability increase, % at 10 µM. 140,000 compounds, 0.61% hits;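 active means viability gain under doxorubicin at or above a set limit, the compound median plus 3 SD, cut at about 4.7% in these data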;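 further: MRP-1 overexpressing cells given doxorubicin 25 µM after compound pretreatment; 18-22 h compound pretreatment then 72 h with doxorubicin before readout; 0% = doxorubicin-only wells and 100% = vehicle-treated cells without doxorubicin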
Measles CPE = protection of cells from measles virus | Measles virus-infected cells, CPE protection, absorbance | protection (pct of control), % at 4 µM | 140,000 compounds, 1.5% hits | AID 841; in the data active means protection mostly above about 24%, no sharp cut-off; inactive means mostly below about 26%; further: some compounds called inactive have numbers as strong as hits
E-sel TNF inh = TNF alpha driven E-selectin expression inhibition; AID 1246; HUVEC TNFa-induced E-selectin immunofluorescence, high content; 120,000 compounds, 0.71% hits; inhibition, % at 2 µM;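 active means inhibition above the batch mean plus 3 SD, and confirmed as a hit on visual image review, cut at about 43% in these data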;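 further: 0% = TNF-stimulated DMSO wells and 100% = unstimulated control wells; not every result past the cut was called active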
HCT116 bCat-KO = beta-catenin-lacking colon tumor cell growth suppression | 140,000 compounds, 1.5% hits | HCT116 beta-catenin knockout viability, CellTiter-Glo, 60 h; stronger effect = lower value | AID 818 | viability, % at 10 µM;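 active means viability at or under a set limit, the compound median less 4 SD, cut at about 6% in these data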;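 further: 0% = Hyamine 1622 control at 20 µM and 100% = untreated cell control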
NPY Y2 blocker = blocks the human neuropeptide Y Y2 receptor | AID 793 | 140,000 compounds, 0.99% hits | inhibition, % at 2.7 µM | P49146 | NPY-Y2 expressing cells, antagonist mode; in the data active means inhibition above about 17%;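 further: 0% = vehicle with agonist challenge and 100% = reference antagonist with challenge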
Target sequence (P49146 whole entry, looked up): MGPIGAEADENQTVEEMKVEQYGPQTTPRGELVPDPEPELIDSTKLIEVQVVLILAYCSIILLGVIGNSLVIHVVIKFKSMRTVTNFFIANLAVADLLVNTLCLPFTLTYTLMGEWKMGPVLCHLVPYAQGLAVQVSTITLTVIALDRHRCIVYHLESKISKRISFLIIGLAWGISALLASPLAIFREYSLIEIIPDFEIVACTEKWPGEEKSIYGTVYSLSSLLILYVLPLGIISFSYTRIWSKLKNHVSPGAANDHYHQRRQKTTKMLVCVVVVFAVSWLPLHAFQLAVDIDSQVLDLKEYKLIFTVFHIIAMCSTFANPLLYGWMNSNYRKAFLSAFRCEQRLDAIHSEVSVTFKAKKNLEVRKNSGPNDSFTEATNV
PTEN del growth = PTEN-deleted cell growth suppression. HCT116 PTEN-null viability, CellTiter-Glo, 60 h; stronger effect = lower value. viability, % at 10 µM. 140,000 compounds, 1.2% hits;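 active means viability at or below a set limit, 4 SD under the median of all tested compounds, cut at about 3.7% in these data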;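 further: PTEN knockout HCT116 line with beta catenin targeted HCT116 as companion control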
Yeast growth inh = chemicals that inhibit yeast BB579 growth in restrictive medium (lifespan-shortening candidates); S. cerevisiae BB579 growth, OD615, 48 h; inhibition, % at 10 µM; 140,000 compounds, 0.51% hits;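 active means inhibition above a set limit, 3 SD over the mean compound inhibition, cut at about 44% in these data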; further: inactives centre near -24
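Test system: Saccharomyces cerevisiae DeaD strain BB579, replicative lifespan model yeast | Buffer or medium: Restrictive CSMM-D medium | Doses: One dose, 10 µM compound with 0.25% DMSO | Incubation: 48 h exposure, 30 °C | Detection: Culture absorbance at 615 nm | Control set: Amphotericin B at 10 µg/mL as positive control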
Yeast lifespan up = extends the lifespan of yeast; S. cerevisiae growth with nicotinamide, OD615; deaD strain in restrictive glucose medium; inhibition of the nicotinamide effect, % at 10 µM; 130,000 compounds, 0.68% hits;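 active means inhibition above a set limit, placed 3 SD over the median of all compounds, cut at about 26% in these data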;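 further: 0% = nicotinamide-treated wells and 100% = cells grown without nicotinamide; some compounds called inactive have numbers as strong as hits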
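Test system – modified budding yeast, DeaD strain · Compound – single dose 10 µM compound, 0.25% DMSO · Times – culture preincubation 4 h, compound exposure 48 h, both 30 °C · Detection – optical density (absorbance) at 615 nm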
GALR2 blocker = GALR2 (human) receptor antagonism. 140,000 compounds, 0.39% hits. GALR2-expressing cells, antagonist mode. inhibition, % at 4 µM; in the data active means inhibition above about 27%;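 further: cells stimulated with galanin 1-16 at roughly its EC80; 0% = agonist challenge control and 100% = basal control without agonist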
Target sequence (O43603 whole entry, looked up): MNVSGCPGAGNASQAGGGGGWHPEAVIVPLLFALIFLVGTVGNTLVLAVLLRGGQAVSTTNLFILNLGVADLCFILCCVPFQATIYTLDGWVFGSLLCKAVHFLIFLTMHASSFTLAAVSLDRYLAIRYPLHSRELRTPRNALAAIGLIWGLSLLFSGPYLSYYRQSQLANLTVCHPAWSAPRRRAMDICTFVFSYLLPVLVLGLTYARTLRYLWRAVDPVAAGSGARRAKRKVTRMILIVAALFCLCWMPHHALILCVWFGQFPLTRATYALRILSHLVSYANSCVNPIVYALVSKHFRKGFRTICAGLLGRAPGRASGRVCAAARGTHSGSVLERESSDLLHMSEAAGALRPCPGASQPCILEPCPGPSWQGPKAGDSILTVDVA
An asterisk follows results filed as active; x = no result given.

SMILES	Phagocytosis inh	MRP-1 activ	Measles CPE	E-sel TNF inh	HCT116 bCat-KO	NPY Y2 blocker	PTEN del growth	Yeast growth inh	Yeast lifespan up	GALR2 blocker
O=C(CSCc1nc2ccccc2[nH]1)N1CCN(c2cccc(Cl)c2)CC1	-1.7	-3.8	14.7	-31.4	64.7	-2.4	60.5	-9.4	-4.9	7.1
Cc1cc(NC(=O)CS(=O)(=O)c2cn(Cc3cccc(F)c3)c3ccccc23)no1	0.0	-0.5	16.9	-20.6	60.4	6.2	63.6	-8.8	-3.1	8.6
CCC(SCC(=O)OC)C(=O)Nc1nnc(C(C)C)s1 (centres undefined)	-0.5	-1.4	15.9	67.3*	105.2	0.8	96.0	-4.2	-11.7	7.4
Nc1cc(=O)[nH]c(SCC(=O)Nc2cccc(Cl)c2)n1	-1.9	1.4	25.3	6.9	102.3	3.6	99.7	-9.1	-15.6	-1.1
N#C/C(=N\Nc1ccc(Cl)cc1)C(=O)c1ccccc1	-0.7	-2.7	25.3	2.2	60.6	-0.5	56.8	-17.4	-6.2	3.1
CCC(=O)Nc1cc(C)c(NC(=O)CCc2ccccc2)cn1	-1.6	-1.8	3.0	2.3	86.6	2.5	86.6	-28.2	-23.9	3.7
Cc1ccc(NC(=S)NNc2ncc(C(F)(F)F)cc2Cl)c(C)c1	-1.2	-3.0	5.0	x	68.1	-1.8	72.0	-18.7	-23.4	-9.1
Cc1ccc(NC(=O)c2ccc(Nc3c([N+](=O)[O-])cc([N+](=O)[O-])cc3[N+](=O)[O-])cc2)cc1	0.9	-5.3	14.6	x	4.5*	0.4	2.3*	-30.8	-1.5	3.6
Cc1cccc(NC(=O)CSc2nnc(-c3ccccc3)n2N)c1	4.1	-1.2	13.5	x	102.2	-1.0	104.5	-28.0	-11.8	6.1
COC(=O)CCN(C(C)=O)c1ccc(N)cc1	-2.2	-0.6	14.1	44.1	89.3	-0.9	108.6	-57.5	-9.6	5.2
COc1ccc(-c2[nH]c(-c3cccc(OC)c3)nc2SCC(=O)NC2CCCC2)cc1	x	-3.0	19.7	11.9	84.8	-0.7	74.5	4.3	4.7	1.4
COC(=O)c1cc(NC(=O)C2COc3ccccc3O2)cc(C(=O)OC)c1 (centres undefined)	0.0	-3.1	6.9	13.1	84.2	2.5	80.9	-45.4	-20.0	0.8
CCC(=O)Oc1ccc(C(CC)C(CC)c2ccc(OC(=O)CC)cc2)cc1 (centres undefined)	x	0.0	39.7	x	85.4	2.8	86.4	-47.8	12.8	0.9
COC(=O)c1cccc(Cn2c(Cl)c(/C=N/Nc3ccccc3C)sc2=O)c1	-0.9	-2.5	4.3	x	81.4	-0.4	86.4	-18.4	2.1	-8.7
CCOC(=O)c1cccc(S(=O)(=O)N2CCCC2)c1	-1.5	-0.6	15.0	x	94.6	3.5	90.9	-34.4	2.6	-11.3
CC1CCc2c(sc3ncnc(SCC(=O)c4ccccc4)c23)C1 (centres undefined)	x	-0.3	4.9	-14.7	98.8	0.0	86.8	-3.0	x	-0.9
Clc1ccc(-c2nc3cnccn3c2Nc2ccc3c(c2)OCO3)cc1	0.7	-2.0	20.2	x	29.5	10.4	23.6	0.1	-7.0	-4.2
Cc1nc2cc3c(cc2c(C)c1C(=O)OC(C)C)OCO3	x	-2.2	8.3	x	86.0	2.7	90.2	-30.6	-5.1	0.3
C=CCNc1nc(-c2ccccc2)c(C(=O)OCC)cc1C#N	x	-4.8	3.7	-17.4	19.7	1.3	27.4	-41.2	-18.2	-9.9
CCN1C(=O)CSC1=NC1C2CC3CC(C2)CC1C3 (centres undefined)	0.7	1.0	4.5	x	94.7	3.3	92.5	-22.1	8.7	3.0
O=S1(=O)CC(NCc2ccccc2)C(Nc2ccccc2)C1 (centres undefined)	0.1	-1.3	2.1	-8.6	84.8	1.4	90.5	-19.3	-5.4	8.6
O=C(Cc1coc(-c2ccc(F)cc2)n1)NC1CCCCC1	-1.1	0.0	15.2	-2.6	84.5	4.0	96.8	-27.8	-2.0	6.9
CCCc1cc(=O)oc2c(C)c(O)c(CN3CCCCC3)cc12	-0.6	-1.8	15.3	-0.5	88.1	6.2	87.5	-15.9	-17.7	-0.4
CCCN(CCC)CC(O)CN(c1cc([N+](=O)[O-])ccc1OC)S(=O)(=O)c1ccccc1 (centres undefined)	-3.4	-1.5	7.5	-37.7	59.5	10.0	63.2	-51.5	-2.8	-0.6
O=C(Nc1ccc(N2CCCC2)cc1)c1cccc(-c2cc3ccccc3oc2=O)c1	-10.2	-3.6	12.1	x	99.1	1.3	97.0	-26.2	-1.0	-0.1

One compound at a time (already shown). Screens in order: Phagocytosis inh	MRP-1 activ	Measles CPE	E-sel TNF inh	HCT116 bCat-KO	NPY Y2 blocker	PTEN del growth	Yeast growth inh	Yeast lifespan up	GALR2 blocker
CCCN(CCC)CC(O)CN(c1cc([N+](=O)[O-])ccc1OC)S(=O)(=O)c1ccccc1 (centres undefined) is listed with -3.4	-1.5	7.5	-37.7	59.5	10.0	63.2	-51.5	-2.8	-0.6
N#C/C(=N\Nc1ccc(Cl)cc1)C(=O)c1ccccc1 is listed with -0.7	-2.7	25.3	2.2	60.6	-0.5	56.8	-17.4	-6.2	3.1
Cc1ccc(NC(=S)NNc2ncc(C(F)(F)F)cc2Cl)c(C)c1 is listed with -1.2	-3.0	5.0	x	68.1	-1.8	72.0	-18.7	-23.4	-9.1
O=C(Cc1coc(-c2ccc(F)cc2)n1)NC1CCCCC1 is listed with -1.1	0.0	15.2	-2.6	84.5	4.0	96.8	-27.8	-2.0	6.9

Other entries:
SMILES	Phagocytosis inh	MRP-1 activ	Measles CPE	E-sel TNF inh	HCT116 bCat-KO	NPY Y2 blocker	PTEN del growth	Yeast growth inh	Yeast lifespan up	GALR2 blocker
Cc1cc(N)n(-c2ccc3ccccc3c2)n1	x	-3.7	1.4	x	81.2	-1.6	95.9	-62.0	-25.9	12.8
Cc1cc2ccccn2c1C(C[N+](=O)[O-])c1ccc(N(C)C)cc1 (centres undefined)	-0.2	-4.0	12.6	-1.8	58.9	0.7	65.4	-15.1	-2.6	11.5
CCN1CCN(C(=O)CN(Cc2ccccc2)S(C)(=O)=O)CC1	-1.2	-1.6	12.4	8.2	85.6	1.2	85.7	-35.8	-6.0	-2.0
COc1ccc(-c2nc(SCC(=O)NC3CCCC3)c(-c3ccc(OC)cc3)[nH]2)cc1	x	-3.7	5.8	-0.2	88.0	1.0	83.3	-43.0	1.1	6.4
O=C(Nc1nc2ccc(F)cc2s1)C1=NN(c2ccccc2)C(=O)CC1	-4.1	-3.2	8.8	x	91.4	2.6	90.6	-19.0	-2.3	10.1
CCN1CCN(Cc2c(O)ccc3c(=O)c(-c4ccc(OC)c(OC)c4)c(C(F)(F)F)oc23)CC1	3.1	-1.6	1.6	5.1	85.0	2.0	95.0	-24.6	-4.5	10.3
CC(Cl)C(=O)Nc1ncc(C(F)(F)F)cc1Cl (centres undefined)	5.6	0.3	10.6	-24.8	103.6	-3.8	103.5	-24.7	-7.0	0.1
COc1cccc(NC(=O)CSc2nnc(-c3cccs3)n2C)c1	0.5	0.0	9.2	-17.9	93.2	1.3	82.3	-53.0	-10.2	-2.0
Oc1c(C(c2cccs2)N2CCOCC2)sc2ncnn12 (centres undefined)	x	-0.1	1.9	-0.8	99.7	-0.3	92.5	-27.7	-4.5	11.0
CCc1cc(=O)n2c([nH]c3ccccc32)c1C#N	-1.2	-1.8	18.7	1.3	91.2	1.1	84.5	-30.7	-5.1	3.1
COc1cc([N+](=O)[O-])ccc1NC(=S)Nc1cc(C(=O)OC(C)C)cc(C(=O)OC(C)C)c1	-1.9	-6.6	4.6	-10.0	68.3	1.4	57.1	-52.6	5.2	-20.8
COc1ccc(-c2nnc(NC(=O)CSc3ccccc3)s2)cc1OC	-5.4	-2.0	7.2	x	88.1	3.4	80.4	-18.3	-6.2	-0.9
CSc1nc2ccccc2cc1/C=C(\C#N)c1ccc(Cl)c(Cl)c1	x	-3.2	12.1	-30.1	1.9*	4.6	2.4*	-53.1	-6.8	3.1
CCOC(=O)C1CCN(Cc2cn[nH]c2-c2ccc(C)cc2)CC1	1.6	-0.9	21.9	x	96.1	-2.1	85.6	-15.2	-7.9	-18.7
Cc1ccc(CNC(=O)CCCn2c(=O)c3ccccc3n(CC(=O)NCc3ccco3)c2=O)cc1	x	-2.6	10.5	-22.3	95.0	3.1	93.2	-12.2	-6.1	3.1
COC(=O)c1ccc(CON2C(=O)c3ccccc3C2=O)cc1	1.0	2.5	10.3	-9.9	99.1	5.7	86.5	-35.8	-6.7	-4.2
COc1cccc(NC(=O)C2C3C=CC(O3)C2C(=O)NCc2cccnc2)c1 (centres undefined)	-1.8	-3.5	10.6	9.3	89.7	-0.6	85.5	-20.2	-0.5	-2.2
Fc1ccccc1CSc1nncn1NCc1cccs1	x	-0.3	14.4	8.1	92.3	2.5	96.8	-27.9	x	3.9
Cc1cc(/C=N/NC(=O)CC2(C)OCCO2)c(C)n1-c1cc(Cl)cc(Cl)c1	x	-0.9	7.0	23.9	95.4	4.6	80.6	-4.0	x	-1.8
COc1ccc(C2(CNC(=O)c3cccc([N+](=O)[O-])c3)CCOCC2)cc1	-6.5	-1.8	5.1	x	87.8	17.5*	85.8	-8.1	-2.5	-2.7
COC(=O)C1[C@H]2C(=O)N(Cc3cccs3)C[C@]23C=C[C@H]1O3 (some centres undefined)	-0.3	-1.1	11.0	-4.2	86.3	-1.1	94.9	-51.4	-19.1	0.6
N#C/C(=C\c1ccc(-c2ccc(C(=O)O)cc2)o1)C(=O)NCC1CCCO1 (centres undefined)	-13.3	-2.1	12.9	-5.0	97.5	6.3	99.3	-33.4	0.4	-0.2
O=C1CC(C2CCCO2)C(=O)N1c1cccc(Cl)c1 (centres undefined)	1.9	0.9	3.9	x	88.6	3.0	96.4	-49.6	-4.4	19.6
CN(C(=O)Cc1noc2ccccc12)c1ccccc1	0.9	-0.5	18.1	8.7	98.1	-0.6	99.1	-10.0	0.7	-1.1
COc1ccc(NS(=O)(=O)c2ccc(N/N=C(\C)c3ccncc3)c([N+](=O)[O-])c2)cc1	9.7	-2.8	6.9	x	22.7	4.9	16.6	-15.1	3.1	10.6
Cc1ccc(NC(=O)c2ccc(NCCN)c([N+](=O)[O-])c2)cc1Cl	0.2	-5.1	9.0	x	3.4*	-1.5	3.9	-8.0	-1.7	13.2
CCN(C(=O)COC(=O)C(Cc1ccccc1)N1C(=O)c2ccccc2C1=O)C1CCS(=O)(=O)C1 (centres undefined)	1.4	-0.1	4.2	4.0	101.4	-0.3	99.9	-75.0	-9.3	10.8
c1ccc(Cn2nnc3cnccc32)cc1	0.6	-2.5	24.6	-52.9	67.7	0.0	57.0	-56.5	-0.1	3.3
CC(C)(C)C(=O)NC(=S)N1CCOCC1	-6.4	-1.6	10.3	17.7	90.2	-0.9	94.4	16.9	-5.5	-11.3
